Screens deposited in PubChem BioAssay by several laboratories.
TRPC4 inh = inhibitors of mouse TRPC4 channel, primary screen, Fluo4 calcium, HEK293 TRPC4beta/mu-opioid cells; DAMGO-evoked Fluo4 calcium flux; hits give low values; Short transient receptor potential channel 4 (Mus musculus), Q9QUQ5; 300,000 compounds, 0.39% hits; B-score at 10 µM;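 active means B-score over 3 SD under the library average, no early fluorescence shift, positive overall ratio signal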
Target sequence (Q9QUQ5 whole entry, looked up): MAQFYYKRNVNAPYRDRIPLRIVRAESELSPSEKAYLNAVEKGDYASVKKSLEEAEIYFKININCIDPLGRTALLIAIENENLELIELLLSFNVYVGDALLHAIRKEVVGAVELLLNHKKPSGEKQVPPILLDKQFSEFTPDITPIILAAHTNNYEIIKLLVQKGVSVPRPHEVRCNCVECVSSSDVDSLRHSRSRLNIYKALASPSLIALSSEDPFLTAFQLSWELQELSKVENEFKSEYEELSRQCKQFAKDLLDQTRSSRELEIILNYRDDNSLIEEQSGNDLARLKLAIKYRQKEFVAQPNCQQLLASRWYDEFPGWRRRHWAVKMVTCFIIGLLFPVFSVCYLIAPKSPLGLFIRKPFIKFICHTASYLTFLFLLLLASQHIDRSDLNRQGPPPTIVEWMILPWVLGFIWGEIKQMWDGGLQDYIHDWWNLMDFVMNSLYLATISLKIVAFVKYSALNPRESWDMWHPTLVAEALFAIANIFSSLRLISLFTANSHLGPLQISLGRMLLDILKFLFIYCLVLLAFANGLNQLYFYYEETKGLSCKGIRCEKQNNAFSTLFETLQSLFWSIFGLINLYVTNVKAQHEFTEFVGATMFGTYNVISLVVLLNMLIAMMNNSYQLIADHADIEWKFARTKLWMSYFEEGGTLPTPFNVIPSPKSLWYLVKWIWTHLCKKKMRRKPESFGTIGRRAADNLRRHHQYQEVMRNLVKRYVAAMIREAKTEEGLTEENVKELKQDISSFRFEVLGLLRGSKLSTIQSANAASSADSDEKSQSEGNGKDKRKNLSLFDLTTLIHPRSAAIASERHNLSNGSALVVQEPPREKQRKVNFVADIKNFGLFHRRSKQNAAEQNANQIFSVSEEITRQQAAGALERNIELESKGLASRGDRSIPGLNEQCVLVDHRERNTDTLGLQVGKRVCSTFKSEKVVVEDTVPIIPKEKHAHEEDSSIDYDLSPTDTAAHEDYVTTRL
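Assay system: TRPC4beta/mu-opioid receptor HEK293 cell line; compound dosing: single concentration per test compound; detection: Fluo4 Ca2+ flux fluorescence; evaluation: per-well B score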
TRPC4 PAM = positive allosteric modulators of TRPC4, primary screen, cell-based, mouse TRPC4beta, HEK293 mu-opioid, Fluo-4 calcium; Short transient receptor potential channel 4 (Mus musculus), Q9QUQ5; DAMGO EC20, Fluo-4 Ca2+ flux; hits give high values; B-score at 10 µM; 310,000 compounds, 0.42% hits;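 active means B-score of calcium response area above 5 SD of library B-scores, with initial fluorescence ratio within 5 SD of library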;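 further: B-score of integrated fluorescence ratio over time as area under calcium response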
TRPC6 act = mouse TRPC6 channel activators, primary screen, cell-based, HEK293, membrane potential dye. Short transient receptor potential channel 6 (Mus musculus), Q61143. HEK293-TRPC6 membrane potential dye fluorescence; hits give high values. B-score at 10 µM. 310,000 compounds, 0.13% hits;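 active means B-score of the integrated fluorescence ratio above library mean plus 3 SD, and starting fluorescence ratio within library mean plus 5 SD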;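 further: higher score means more depolarization so channel activation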
MrgX1 agonist = agonists of human MrgX1 receptor, primary screen, HEK293 cells, Fluo-4 calcium flux. Mas-related G-protein coupled receptor member X1 (Homo sapiens), Q96LB2. Fluo-4 calcium fluorescence, agonist mode; hits give high values. B-score at 10 µM. 310,000 compounds, 0.44% hits;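 active means calcium response B-score plate-corrected fluorescence ratio at least 3 library SD, with starting fluorescence B-score inside 5 SD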
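Material: HEK293 cells stably expressing human MrgX1 receptor | Quantity: 15,000 cells per well | Times: Cells plated overnight, dye loaded 0.5 h 37 °C, 0.5 h room temperature | Measured by: Kinetic Fluo-4 NW fluorescence of intracellular calcium | Control set: Positive and negative controls per plate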
TRPC6 inh = mouse TRPC6 channel inhibitors, primary screen, cell-based, HEK293, membrane potential dye; AID 2553, 2010; ACh-evoked depolarization; hits give low values; B-score at 10 µM; 310,000 compounds, 1.1% hits; Short transient receptor potential channel 6 (Mus musculus), Q61143;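 active means B-score under library mean minus 3 SD, initial fluorescence not abnormally high, positive integrated signal ratio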;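 further: B-score derived from integrated fluorescence ratio over the kinetic read; more negative B-score means stronger inhibition of depolarization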
AI-2 QS modul = Vibrio harveyi AI-2 quorum sensing modulators, primary screen, JMH597 strain, luminescence/OD600 ratio; activity change, % at 7.5 µM; Vibrio harveyi JMH597 AI-2 luminescence/OD600 ratio, 9 h; hits give low values; strain lacks LuxN and CqsS sensors; 0 = neutral-control median; AID 2094, 2009; 300,000 compounds, 0.4% hits; in the data active means activity change below about -75%, passing the limit was not always enough;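 further: luminescence divided by OD600 gain over 9 h not by final OD600 alone; inactives centre near 13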
PolyA inh = polyadenylation inhibitors in yeast reporter cells, primary screen, luminescence, S. cerevisiae | 300,000 compounds, 0.02% hits | calls only at 12 µM | S. cerevisiae SKY197-pL101 polyadenylation reporter, beta-gal luminescence; efflux-impaired pdr1/pdr3 knockout yeast; score 100 = 6 SD above DMSO;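 active means lowest replicate activity score at least 50, where 100 means six control SD above control mean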;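 further: yeast exposed to compound for 9 h at 30 °C; higher score means more reporter readthrough which indicates perturbed polyadenylation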
HIF act = HIF pathway transcriptional activators, primary screen, cell-based, U2OS HRE-luciferase, luminescence; U2OS HRE-luciferase reporter; normalized: DMSO 0%, desferrioxamine 100%; activation, % at 7.5 µM (by protocol); 300,000 compounds, 0.32% hits;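 active means mean activation of at least 10% of the iron chelator positive control signal, with at least half of replicates also reaching 10%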
MrgX1 allo act = positive allosteric modulators of MrgX1, primary screen, HEK293 cells, Fluo-4 calcium flux. Mas-related G-protein coupled receptor member X1 (Homo sapiens), Q96LB2. FDSS; hits give high values. B-score at 10 µM. 310,000 compounds, 0.63% hits;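 active means plate-corrected calcium response at least 3 library SD above typical, normal starting fluorescence, not activating the receptor alone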;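 further: compound read alongside a low EC10 to EC30 dose of BAM8-22 agonist; peak minus trough fluorescence over baseline measured at the second addition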
TRPC4 act = activators of mouse TRPC4 channel, primary screen, Fluo4 calcium, HEK293 TRPC4beta/mu-opioid cells; Short transient receptor potential channel 4 (Mus musculus), Q9QUQ5; Fluo4 calcium fluorescence; hits give high values; B-score at 10 µM; 310,000 compounds, 0.49% hits;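 active means B-score above 5 SD of library B-scores, and initial fluorescence ratio not above library mean plus 5 SD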;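 further: positive B-score marks a calcium rise read as TRPC4 activation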
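Incubation: 45 min room-temperature Fluo4 loading, 110 s read / System: HEK293 cells stably co-expressing mouse TRPC4beta and mu-opioid receptor / Signal: Fluo4 fluorescence, kinetic / Control set: buffer (low) and maximal DAMGO (high) / Measure: integrated baseline-normalised fluorescence ratio, converted to per-well B score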
MrgX1 antag = antagonists of human MrgX1 receptor, primary screen, HEK293 cells, Fluo-4 calcium flux; Mas-related G-protein coupled receptor member X1 (Homo sapiens), Q96LB2; BAM8-22 antagonism; hits give low values; B-score at 10 µM; 310,000 compounds, 1.3% hits;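 active means calcium-response B-score plate-corrected more than 3 library SD below zero, starting fluorescence within 5 deviations, no agonist response on first addition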;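 further: peak minus trough fluorescence over baseline after final BAM8-22 challenge near maximal dose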
An asterisk follows results filed as active; i = inactive; / = no result given. An excerpt, so the mix of outcomes need not match the whole.

No.	mol	TRPC4 inh	TRPC4 PAM	TRPC6 act	MrgX1 agonist	TRPC6 inh	AI-2 QS modul	PolyA inh	HIF act	MrgX1 allo act	TRPC4 act	MrgX1 antag
1	Cc1ccc(N2CC(C(=O)Nc3nnc(SCC(=O)Nc4nc(C)cs4)s3)CC2=O)cc1 (configuration not stated)	i	i	i	i	i	3	i	0.3	i	i	i
2	COCCCNC(=O)CN(c1cc(Cl)ccc1OC)S(C)(=O)=O	i	i	i	i	i	7	i	-0.5	i	i	i
3	COc1ccc(OC)c(CN2CCN(C(=O)c3cccc(S(=O)(=O)Nc4ccccc4OC)c3)CC2)c1	i	i	i	i	i	24	i	-0.2	i	i	i
4	COc1ccccc1Nc1ncc(C(=O)Nc2ccc(OC)c(OC)c2)c2ccccc12	i	i	i	i	i	13	i	1.7	i	i	i
5	COc1ccc(C(=O)NCCN2CCOCC2)c(OC)c1OC	i	i	i	i	i	32	i	-0.8	i	i	i
6	CCN(CC)C(=O)COc1coc(CN2CCN(Cc3ccccc3)CC2)cc1=O	i	i	i	i	i	22	i	-0.7	i	i	i
7	Cc1ccc(S(=O)(=O)NCCC(=O)N2CCN(Cc3ccccc3)CC2)cc1	i	i	i	i	i	17	i	-0.3	i	i	i
8	COc1nc(Nc2cccc([N+](=O)[O-])c2)nc(OC)n1	i	i	i	i	i	31	i	-0.5	i	i	i
9	CCOC(=O)c1c(NC(=O)CSc2nnc(-c3ccccc3)n2CC)sc(C(C)=O)c1C	i	i	i	i	i	15	i	-0.2	i	i	i
10	COc1cccc(-c2nnc(NC(=O)c3ccc4ncsc4c3)o2)c1	i	i	i	i	i	-49	i	0.7	i	i	i
11	O=C(O)c1cccc(Cn2cccn2)c1	i	i	i	i	i	2	i	0.1	i	i	i
12	Cc1ccc(OCC(=O)N2CCOCC2)cc1C	i	i	i	i	i	33	i	1.6	i	i	i
13	Cc1nn(C(C)C(=O)NCc2cccs2)c(=O)c2nn(-c3ccccc3)c(C)c12 (configuration not stated)	i	i	i	i	i	21	i	0.1	i	i	i
14	N#C/C(=C\c1ccccc1OCC(=O)O)c1nc2ccccc2[nH]1	i	i	i	i	i	10	i	0.2	i	i	i
15	COc1ccc(S(=O)(=O)N2CCc3ccccc32)cc1C(=O)OCc1c(C)noc1C	i	i	i	i	i	9	i	-0.3	i	i	i
16	O=C(CNC(=O)C1COc2ccccc2O1)N/N=C/c1ccc([N+](=O)[O-])cc1 (configuration not stated)	i	i	i	i	i	15	i	-0.1	i	i	i
17	Cc1ccccc1NC(=O)CSCCO	i	i	i	i	i	20	i	0.0	i	i	i
18	COC(=O)c1cccc(NC(=O)Cn2cnc3c2c(=O)n(C)c(=O)n3C)c1	i	i	i	i	i	26	i	1.2	i	i	i
19	Cc1cc(C)c(S(=O)(=O)NCc2nc3nc(C)cc(C)n3n2)c(C)c1	i	i	i	i	i	42	i	0.1	i	i	i
20	CCOC(=O)c1ccccc1NC(=O)CSc1nncn1C	i	i	i	i	i	6	i	-0.2	i	i	i
21	CCn1c(SCC(=O)OC)nnc1-c1ccncc1	i	i	i	i	i	0	i	-1.0	i	i	i
22	COc1cccc(N2CCN(C(c3ccccn3)c3nnnn3C(C)(C)C)CC2)c1 (configuration not stated)	i	i	i	i	i	8	i	-0.2	i	i	i
23	CCCCN(CC)C(=S)Nc1ccc2nc3n(c(=O)c2c1)CCCCC3	i	i	i	i	i	8	i	1.1	i	i	i
24	N#CCCN(C(=O)COC(=O)C1=COCCO1)c1ccc(F)cc1	i	i	i	i	i	27	i	0.4	i	i	i
25	CCN(C(=O)Cc1ccccc1OC)c1nnc(-c2ccncc2)s1	i	i	i	i	i	12	i	0.1	i	i	i
26	CC(=O)N1c2ccc(S(=O)(=O)N3CCCCC3)cc2CC1C(=O)Nc1ccc(F)cc1C (configuration not stated)	i	i	i	i	i	0	i	-0.6	i	i	i
27	O=C(O)CCC(=O)Nc1ccccc1C(=O)Nc1ccccc1	i	i	i	i	i	16	i	-0.8	i	i	i
28	CCOC(=O)c1nn(-c2ccccc2C)c(=O)c2c(N)scc12	i	i	i	i	i	65	i	-0.4	i	i	i
29	CCn1c(CSc2nc3ccccc3s2)nc2ccccc21	i	i	i	i	i	0	i	2.1	i	i	i
30	CC(C)NC(=O)c1ccc(CSCc2ccccc2Cl)o1	i	i	i	i	i	11	i	-0.5	i	i	i
31	CNC(=O)c1[nH]cnc1C(=O)Nc1ccc(Cl)cc1	i	i	i	i	i	12	/	0.3	i	i	i
32	COc1cc(NC(=O)COC(=O)CC(C)(C)C)c(C)cc1[N+](=O)[O-]	i	i	i	i	i	16	i	-0.1	i	i	i
33	O=C(CCc1nc(-c2ccccc2F)no1)NC1CCCCC1	i	i	i	i	i	13	i	-0.3	i	i	i
34	COc1ccc(NS(=O)(=O)Cc2ccccc2)cc1OC	i	i	i	i	i	12	i	0.0	i	i	i
35	CC(C)OCCCNC(=O)C1CCC(CNS(=O)(=O)c2ccccc2)CC1 (configuration not stated)	i	i	i	i	i	23	i	-1.0	i	i	i
36	O=S(=O)(N/N=C\c1ccc2c(c1)OCO2)c1ccccc1	i	i	i	i	i	38	i	-0.2	i	i	i
37	Cc1ccccc1NC(=O)CSCC(=O)Nc1ccccc1C	i	i	i	i	i	20	i	-1.1	i	i	i
38	CCOc1ccccc1N/C=C/C(=O)C(C)(C)C	i	i	i	i	i	17	i	0.0	i	i	i
39	Cn1ccnc1C(=O)c1cc(SCC(=O)NCc2ccccc2)nc2ccccc12	i	i	i	i	i	7	i	1.5	i	i	i
40	O=C(Nn1cnnc1)C(Sc1ccccc1)c1ccccc1 (configuration not stated)	i	i	i	i	i	34	i	0.0	i	i	i
41	COc1ccc(C(=O)NC(C)c2nccs2)cc1OC1CCN(C(C)C)CC1 (configuration not stated)	i	i	i	i	i	22	i	0.1	i	i	i
42	CC(C)(C)OC(=O)CC[C@@H](C(=O)N1CCN(C(=O)OC(C)(C)C)CC1)n1cc(C(CO)NC(=O)OC(C)(C)C)nn1 (some centres not stated)	i	i	i	i	i	5	i	-0.4	i	i	i
43	O=C(c1ccc(Cl)cc1Cl)C1(n2cncn2)Oc2ccccc2C1O (configuration not stated)	i	i	i	i	i	29	i	-0.3	i	i	i
44	CN1CCN(C(=S)C(=O)Nc2ccc(Br)cc2)CC1	i	i	i	i	i	/	i	0.8	11*	i	i
45	CC(=O)Nc1cccc(-c2nc3ccccc3s2)c1C	i	i	i	i	i	7	i	0.4	i	i	i
46	CCCCCCSc1nsc(NC(C)=O)n1	i	i	i	i	i	51	i	0.3	i	i	i
47	O=C(Nc1ccc(S(=O)(=O)NCC2CCCO2)cc1)c1ccc(F)cc1 (configuration not stated)	i	i	i	i	i	9	i	-0.2	i	i	i
48	CCOC(=O)C1=C(O)/C(=C\c2ccc(OC)c(OC)c2)N=C1C	i	i	i	i	i	21	i	0.0	i	i	i
49	Cc1ccc(OCc2ccc(C(=O)Nc3c(C)nn(Cc4c(F)c(F)c(F)c(F)c4F)c3C)o2)c([N+](=O)[O-])c1	i	i	i	i	i	13	i	/	i	i	i
50	COCCNC(=O)c1onc(CSc2ccc(Cl)cc2)c1C(=O)O	i	i	i	i	i	19	i	-0.9	i	i	i
51	COc1cccc(NC(=O)c2oc3ccccc3c2NC(=O)C(C)(C)C)c1	i	i	i	i	i	/	i	-0.1	i	i	i
52	COc1ccc(-c2noc(C3CCCN(S(=O)(=O)c4cccc(Cl)c4)C3)n2)cc1OC (configuration not stated)	i	i	i	i	i	5	i	0.1	i	i	i
53	O=C(CCNC(=O)c1ccc(Cl)cc1)Nc1ccncc1	i	i	i	i	i	20	i	0.0	i	i	i
54	Cc1c(C(=O)NNC(=S)NCc2ccc(Cl)cc2)oc2ccccc12	i	i	i	i	i	6	i	0.1	i	i	i
55	CSCCC(NC(=O)c1ccc(Cl)cc1)C(=O)NC(C)(C)C (configuration not stated)	i	i	i	i	i	15	i	0.5	i	i	i
56	CN(C)CCCNC(=O)C(=O)Nc1cc2c3c(c1)CCC(=O)N3CCC2	i	i	i	i	i	39	i	0.0	i	i	i
57	COc1ccc(OC)c(N2C(=O)C(Cl)=C(N3CCOCC3)C2=O)c1	i	i	i	i	i	15	i	-0.3	i	i	i
58	CC(C)(C)c1ccc(-c2nc(N)nc(N)n2)cc1	i	i	i	i	i	4	i	2.0	i	i	i
59	O=C(c1ccc2c(=O)n(Cc3ccc4c(c3)OCO4)c(=O)[nH]c2c1)N1CCN(c2ccccc2)CC1	i	i	i	i	i	18	i	0.3	i	i	i
60	C=CCN=C1SCC(=O)N1S(=O)(=O)c1ccc(C)cc1	i	i	i	i	i	50	i	-0.1	i	i	i
61	NC(=O)c1c(NC(=O)COC(=O)CSc2nnc(-c3ccc(Cl)cc3)o2)sc2c1CCC2	i	i	i	i	i	38	i	-0.2	i	i	i
62	C=CCn1c(NCCOC)nc2c1c(=O)n(C)c(=O)n2C	i	i	i	i	i	9	i	-0.5	i	i	i
63	Cc1cccc(NC(=S)NCc2ccco2)n1	i	i	i	i	i	37	i	-0.6	i	i	i
